LDHA block: blocks human lactate dehydrogenase A; P00338; purified LDHA, NADH/diaphorase-resazurin fluorescence; hits give low values; activity change, % (values are at about 110 or 230 µM); hit rate 0.15% among 480,000; AID 1347041; in the data active means activity change below about -30%; inconclusive means mostly about -25% to -30%;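 further: plate controls were DMSO wells for no effect and wells without enzyme for full effect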
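Resorufin fluorescence (ex540/em590), read at 0 and 20 min after diaphorase/resazurin addition, reports the NADH left after a 5 min room-temperature reaction of 2 nM human LDH5 with 0.06 mM NADH and 0.2 mM pyruvate.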
Pol eta inh: DNA polymerase eta (human) inhibition; recombinant Pol eta, fluorescent DNA replication assay; hit rate 1.2% among 390,000; Q9Y253; Potency, µM (top dose mostly 114 µM), inactives show at the top dose activity change, negative = inhibition, usual class: inhibitors; further: potency means the concentration at half of the fitted maximal effect; on the % scale 0 is the no-effect control and ±100 the full control effect
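Pol eta at 10 nM preincubated with compounds 15 min at room temperature; reaction started with fluorescent substrate (50 nM final) and read kinetically at 0 and 10 min.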
BLM inh: inhibitors of human Bloom syndrome helicase BLM | P54132 | recombinant BLM DNA unwinding, fluorescence dequenching | Potency, µM (top dose mostly 56.1 µM), for inactives: at the top dose activity change, negative = inhibition, usual class: inhibitors | hit rate 0.2% among 350,000 | AID 2528;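 further: potency means the concentration at half of the fitted maximal effect; plate controls were vehicle for no effect and no enzyme for full effect; nearly all actives have a fitted effect of over 35% in size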
POLB inh: inhibitors of human DNA polymerase beta; P06746; Pol beta primer extension/strand displacement, fluorescence kinetic; Potency, µM (top dose mostly 114 µM), for inactives: at the top dose activity change, negative = inhibition, actives largely listed as inhibitors; hit rate 1.3% among 340,000; further: potency means the concentration at half of the fitted maximal effect; on the % scale 0 is the no-effect control and ±100 the full control effect
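Pol beta (10 nM) and compounds were preincubated 15 min at room temperature, then 50 nM substrate (final) started primer extension/strand displacement. Reads were taken at 0 and 10 min; concentration-response data were fitted to a four-parameter Hill equation.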
Glioma ERSR ind: inducers of ER stress response in human glioma cells | U87-MG GRP78 promoter luciferase reporter, 16 h | Potency, µM, for inactives: top-dose activation, usual class: activators | hit rate 0.02% among 420,000; further: potency means the concentration at half of the fitted maximal effect; series mostly up to about 76 µM; % of control where 0% means no effect; nearly all actives have a fitted effect of over 35% in size
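ERSR induction read as luciferase luminescence (Bright-Glo, 10 min at room temperature) in stably transfected human U87-MG glioma cells exposed to compounds for 16 h, using GRP78 as sensor.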
Pol iota inh: inhibitors of human DNA polymerase iota | hit rate 1% among 390,000 | Pol iota fluorescent replication assay, 10 min | Q9UNA4 | Potency, µM (top dose mostly 115 µM), without a hit: top-dose activity, negative = inhibition, actives largely listed as inhibitors | AID 588590; further: potency means the concentration at half of the fitted maximal effect
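Pol iota at 10 nM preincubated 15 min with compounds at room temperature; reaction started with fluorescent substrate, 50 nM final. Fluorescence read kinetically at 0 and 10 min; buffer-only wells as negative control.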
APE1 inh: inhibitors of human APE1 endonuclease. P27695. recombinant APE1, TAMRA/BHQ-2 abasic DNA cleavage fluorescence. Potency, µM (titrated, usually from 65.8 µM), inactives show at the top dose activity change, negative = inhibition, actives largely listed as inhibitors. hit rate 0.35% among 350,000. AID 2517;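 further: potency means the concentration at half of the fitted maximal effect; plate controls were vehicle for no effect and reference inhibitor for full effect; nearly all actives have a fitted effect of over 55% in size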
Target sequence (P27695 whole entry, looked up): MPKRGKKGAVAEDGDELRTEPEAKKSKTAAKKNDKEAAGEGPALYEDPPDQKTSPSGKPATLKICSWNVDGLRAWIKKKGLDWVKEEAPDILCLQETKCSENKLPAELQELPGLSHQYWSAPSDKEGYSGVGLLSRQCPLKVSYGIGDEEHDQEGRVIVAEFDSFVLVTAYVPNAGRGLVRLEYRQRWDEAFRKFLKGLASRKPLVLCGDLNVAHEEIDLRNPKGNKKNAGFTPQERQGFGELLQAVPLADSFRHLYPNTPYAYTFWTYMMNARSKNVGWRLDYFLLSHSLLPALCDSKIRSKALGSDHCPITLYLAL
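Readout is kinetic fluorescence (ex 525, em 598 nm) from cleavage of 50 nM TAMRA/BHQ-2 THF abasic duplex by 0.75 nM APE1, compound added 15 min beforehand at RT.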
Apoferritin bind: candidate novel general anesthetic via apoferritin binding | P02791 | apoferritin/1-aminoanthracene competitive binding, fluorescence | Potency, µM (titrated, usually from 77.5 µM), for inactives: top-dose activity change, negative = displacement, most hits filed as inhibitors | hit rate 0.074% among 350,000; further: potency means the concentration at half of the fitted maximal effect; on the % scale 0 is the no-effect control and ±100 the full control effect; nearly all actives have a fitted effect of over 20% in size
Target sequence (P02791 2-175 limits assumed): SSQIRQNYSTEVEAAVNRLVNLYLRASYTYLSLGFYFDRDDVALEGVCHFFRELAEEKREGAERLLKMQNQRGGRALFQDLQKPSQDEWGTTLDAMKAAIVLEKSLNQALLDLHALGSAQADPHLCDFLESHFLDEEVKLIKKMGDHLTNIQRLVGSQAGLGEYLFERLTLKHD
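10 uM apoferritin + 50% sat. 1-AMA, PBS; cpd 10 min RT; Ex380/Em535 endpoint; normalized to free probe vs complex; 4-param Hill fit; propofol titration as pos. ctrl.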
POLK inh: DNA polymerase kappa (human) inhibition; Potency, µM (series often up to 107 µM), without a hit: at the highest dose activity, negative = inhibition, actives largely listed as inhibitors; Q9UBT6; purified Pol kappa, fluorescent DNA synthesis assay, 10 min; hit rate 0.53% among 400,000; further: potency means the concentration at half of the fitted maximal effect; on the % scale 0 is the no-effect control and ±100 the full control effect
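Here, compound and 10 nM enzyme are combined for 15 min at room temperature; adding 50 nM substrate (final) starts DNA synthesis, tracked by fluorescence at 0 and 10 min against buffer-only wells.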
Active calls of the source: *; ? = inconclusive; / = not tested or not shown; & = joins results of further samples; ! = repeats disagree; [ ] = remark or other dose. Unless noted, the call rests on the fitted dose curve; in most records, active means well fitted curve in the direction sought with a large enough effect; inconclusive means small, poorly fitted or top-dose-only effect, or another doubt; inactive means no such curve, though single readings can be large; an effect the other way counts as inactive or inconclusive. Only part of the results is shown; count on the stated rates, not on these rows.

SMILES	LDHA block	Pol eta inh	BLM inh	POLB inh	Glioma ERSR ind	Pol iota inh	APE1 inh	Apoferritin bind	POLK inh
NNC(=O)c1cccn(Cc2ccc(Cl)cc2Cl)c1=O	-2	7%	-5%	0%	-1%	-17%	6%	2%	-15%
CC(=O)Nc1ccc(S(=O)(=O)Oc2ccccc2N2C(=O)C3C4CCC(C4)C3C2=O)cc1 (stereo unspecified)	0	-9%	-3%	43%	-5%	16%	-1%	-11%	-16%
Cc1noc(C)c1C(=O)N1CCN(Cc2ccccc2)CC1	-6	-17%	0%	-2%	-3%	10%	2%	-7%	-4%
COc1ccc(Cn2c(C(=O)O)c(CNCCc3ccco3)c3ccc(OC)cc32)cc1	10	1%	0%	2%	-3%	22%	/	?	-2%
CCC(Sc1nnnn1-c1ccccc1)C(=O)Nc1nc2ccccc2s1 (stereo unspecified)	-2	-24%	-8%	-3%	-2%	-18%	?	-6%	-6%
O=C(c1ccncc1)N1CCC2(CC1)CN(c1ccc(-c3ccccc3)cc1)C2	/	/	6%	/	-2%	/	-4%	/	3%[60.1 µM]
COC(=O)c1c(N2C(=O)[C@H]3[C@@H](C2=O)[C@]2(C(=O)Nc4c(C)cccc42)N2CCC[C@@H]32)sc(C)c1C	-3	?	-20%	8%	-5%	11%	2%	-15%	-11%
S=C(NCCc1ccccc1)N1CCN(Cc2ccccc2)CC1	-12	-14%	-2%	-9%	0%	-15%	4%	1%	10%
Cc1ccc(S(=O)(=O)c2nc(S(=O)(=O)c3ccccc3)sc2N2CCN(CCO)CC2)cc1	-2	-11%	0%	27%	-7%	13%	4%	-11%	7%
CC1CCc2[nH]c3ccc(C(=O)Nc4ccc(C(=O)N(C)C)cc4)cc3c2C1 (stereo unspecified)	-10	-15%	-23%	-15%	4%	-3%	-1%	-3%	-10%
CCOC(=O)C(C)Sc1ncnc2c1nnn2-c1ccc(F)cc1 (stereo unspecified)	-2	?	-3%	12%	1%	16%	-5%	-21%	-8%
CC(=O)Nc1ccc2sccc2c1	-7	-16%	-5%	8%	1%	105%[activator]	2%	-10%	2%

Exported with two lines to a compound: 2 of the compounds above
Under each structure – LDHA block | Pol eta inh | BLM inh | POLB inh | Glioma ERSR ind | Pol iota inh | APE1 inh | Apoferritin bind | POLK inh
COC(=O)c1c(N2C(=O)[C@H]3[C@@H](C2=O)[C@]2(C(=O)Nc4c(C)cccc42)N2CCC[C@@H]32)sc(C)c1C
→ -3 | ? | -20% | 8% | -5% | 11% | 2% | -15% | -11%
S=C(NCCc1ccccc1)N1CCN(Cc2ccccc2)CC1
→ -12 | -14% | -2% | -9% | 0% | -15% | 4% | 1% | 10%

In the list so far, these contain an aryl thioether with sulfur outside any ring.
SMILES	LDHA block	Pol eta inh	BLM inh	POLB inh	Glioma ERSR ind	Pol iota inh	APE1 inh	Apoferritin bind	POLK inh
CCC(Sc1nnnn1-c1ccccc1)C(=O)Nc1nc2ccccc2s1 (stereo unspecified)	-2	-24%	-8%	-3%	-2%	-18%	?	-6%	-6%
CCOC(=O)C(C)Sc1ncnc2c1nnn2-c1ccc(F)cc1 (stereo unspecified)	-2	?	-3%	12%	1%	16%	-5%	-21%	-8%

(list continues)
SMILES	LDHA block	Pol eta inh	BLM inh	POLB inh	Glioma ERSR ind	Pol iota inh	APE1 inh	Apoferritin bind	POLK inh
O=c1[nH]nc(SCc2ccccc2Cl)n1-c1ccc2c(c1)OCCO2	-3	-15%	-4%	24%	0%	-13%	-6%	-4%	4%
O=C(NC1CCC1)C1CCC(=O)N(Cc2ccccc2F)C1 (stereo unspecified)	-2	-24%	4%	-3%	-4%	9%	-12%	-2%	-5%
Cc1cc(C(=O)COC(=O)Cn2cnc3c2c(=O)n(C)c(=O)n3C)c(C)n1C	12&-3	5%	-4%	14%	-4%	5%	0%	-11%	-26%
CCC1CN(C(=O)Nc2cccc(OC)c2)c2ccccc2O1 (stereo unspecified)	-4	-17%	-12%	-28%	-3%	7%	/	6%	-18%
COc1ccc(CNC(=O)CN2CCC(NC(=O)c3ccc(OC)cc3)CC2)cc1	-3	-12%	1%	10%	-1%	55%[activator]	3%	3%	9%
CCOC(=O)c1ccc(N2Cc3ccccc3C2)cc1O	6	-12%	-7%	?	6%	14%	1%	-2%	-13%
CCCSc1nc2cc(S(=O)(=O)N3CCOCC3)ccc2n1CC	-10	-20%	-1%	41%	-5%	22%	18%	-12%	-2%
Cc1cccc(NC(=O)CCC(=O)Nc2nnc(C3CCCCC3)s2)c1	-8	4%	-3%	19%	1%	14%	0%	-5%	-10%
O=C(CSc1nc(O)cc(=O)[nH]1)N1c2ccccc2Sc2ccccc21	-9	-4%	-2%	-5%	-4%	-14%	0%	-9%	-16%
O=C(CCCn1c(=S)[nH]c2ccccc2c1=O)N1CCCCC1	-4	-8%	2%	-1%	-5%	28%	-3%	-10%	2%
CC(C#N)N1CCN(S(=O)(=O)c2ccc3c(c2)CCC3)CC1 (stereo unspecified)	0	-12%	/	/	-3%	27%	8%	/	-2%
O=C(CN1CCC(n2nnc3cc(F)ccc32)CC1)NCCc1ccccc1	0	-4%	-8%	-1%	7%	7%	-7%	-10%	-13%

Next section (5 carried over from the part before).
SMILES	LDHA block	Pol eta inh	BLM inh	POLB inh	Glioma ERSR ind	Pol iota inh	APE1 inh	Apoferritin bind	POLK inh
Cc1cccc(NC(=O)CCC(=O)Nc2nnc(C3CCCCC3)s2)c1	-8	4%	-3%	19%	1%	14%	0%	-5%	-10%
O=C(CSc1nc(O)cc(=O)[nH]1)N1c2ccccc2Sc2ccccc21	-9	-4%	-2%	-5%	-4%	-14%	0%	-9%	-16%
O=C(CCCn1c(=S)[nH]c2ccccc2c1=O)N1CCCCC1	-4	-8%	2%	-1%	-5%	28%	-3%	-10%	2%
CC(C#N)N1CCN(S(=O)(=O)c2ccc3c(c2)CCC3)CC1 (stereo unspecified)	0	-12%	/	/	-3%	27%	8%	/	-2%
O=C(CN1CCC(n2nnc3cc(F)ccc32)CC1)NCCc1ccccc1	0	-4%	-8%	-1%	7%	7%	-7%	-10%	-13%
COc1ccc(OC)c(S(=O)(=O)N2CCCC(C(=O)N3CCCCCC3)C2)c1 (stereo unspecified)	-2	-14%	0%	0%	-5%	24%	-5%	-7%	-13%
O=C(O)CP(=O)(O)O	-3&-4	-4%	-6%	1%	-5%&-4%&-1%&-4%	13µM*!	5%&1%	3%	8%[60.1 µM]
O=C(Cc1ccc(Cl)cc1)Nc1ccccc1CO	-2	-15%	-6%	1%	-2%	13%	-3%	1%	-2%
CCOC(=O)C1=C(O)C(=O)N(c2ccc(S(N)(=O)=O)cc2)C1c1cccc([N+](=O)[O-])c1 (stereo unspecified)	-3	-9%	0%	-2%	-4%	15%	5%	-8%	-4%
Cn1c(=O)cc(OCCCC(=O)N2CCCCC2)c2ccccc21	-1	-11%	2%	-11%	-2%	-5%	1%	-7%	-4%
Cc1ccc(S(=O)(=O)N2CCCCC2)cc1NC(=O)CNC(C)c1ccc(Cl)c(Cl)c1 (stereo unspecified)	1	-13%	/	/	1%	-27%	13%	/	4%
Cc1ccsc1/C=N/NC(=O)c1cccnc1	-2	-1%	-5%	13%	3%	11%	0%	-4%	1%
Cc1ccc(S(=O)(=O)N2CCOC2CNC(=O)C(=O)NCCN(C)C)cc1 (stereo unspecified)	-10	3%	0%	25%	-3%	15%	-5%	2%	0%
Cc1ccc2nc(CN3CCN(C(=O)Nc4ccc(C)c(F)c4)CC3)oc2c1	5	-12%	-4%	-8%	5%	?	/	-21%	-4%[60.1 µM]
CCc1nc2ccccc2c(C(=O)OCC(=O)Nc2cccc(S(=O)(=O)N3CCOCC3)c2)c1C	3	-22%	-9%	5%	-4%	12%	0%	-23%	-11%
O=C(c1ccncc1)N1CCC[C@@]2(CCN(Cc3ccncc3)C2)C1	/	/	-1%	/	-4%	/	3%	/	5%[60.1 µM]
O=C(Cc1ncc(C(F)(F)F)cc1Cl)N1CCN(c2ccc(F)cc2)CC1	-12	0%	-1%	-1%	-5%	7%	-7%	4%	-7%
CS[C@@H]1SC[C@H]2C(=O)N(C)C(C(C)C)C(=O)OC[C@@H](NC(=O)c3cnc4ccccc4n3)C(=O)N[C@@H](C)C(=O)N(C)[C@H]1C(=O)N(C)C(C(C)C)C(=O)OC[C@@H](NC(=O)c1cnc3ccccc3n1)C(=O)N[C@@H](C)C(=O)N2C (stereo partly specified)	/	/	26%	/	-4%	/	?	-3%	21µM*
CCOC(=O)N1CCN(CCC(=O)Nc2ccc(OC(F)(F)F)cc2)CC1	1	-15%	1%	-1%	2%	43%[activator]	-5%	2%	-12%
Cc1cc(N2CCCC2=O)ccc1S(=O)(=O)N1CCOCC1	5	-5%	-5%	0%	0%	104%[activator]	21%	-2%	-5%
Cc1ccc(NC(=O)C(=O)c2cn(CC(=O)N3CCCCC3)c3ccccc23)cc1	-4	-11%	1%	0%	1%	88%[activator]	1%	2%	-19%
Fc1ccc(-c2nc3nc4ccccc4nc3n2Cc2ccco2)cc1	-6	-10%	-2%	-1%	2%	7%	-3%	-14%	-5%
CC1(C)CC(=O)C(N=Nc2cccnc2)=C(O)C1	-4	-9%	-2%	6%	2%	51%[activator]	-2%	-9%	1%
Cc1ccc(S(=O)(=O)N(CC(=O)NCCSc2ccccn2)c2ccccc2F)cc1	-14	-24%	-3%	6%	-6%	154%[activator]	12%	-19%	-2%
CC(=O)c1cc2c(cc1NC(=O)CSc1nnc(C)s1)OCO2	0	-12%	2%	-24%	-1%	-7%	0%	13%	10%
Cc1ccc(NC(=O)CN(C)C(=O)Cc2c(Cl)cccc2Cl)cc1	-5	-10%	0%	-1%	-1%	45%[activator]	25%[12.4 µM]	-1%	-13%

Screening results deposited in PubChem by National Center for Advancing Translational Sciences (NCATS).
